# Source: PubChem BioAssay (National Center for Advancing Translational Sciences (NCATS))
# PLK1 PBD block – PLK1 (human) polo-box domain binding inhibition; P53350; Plk1 PBD binding of FITC phosphopeptide, fluorescence polarization; Potency, µM, inactives show max response, negative = inhibition, usual class: inhibitors; 360,000 compounds, 2.8% hits; also: potency is read from the fitted curve at half-maximal effect; series mostly up to about 57 µM; % is scaled to controls: 0 for no effect and ±100 for the full control effect; nearly all actives have a fitted effect of over 65% in size
# DRD3 agonist – activates the human D3 dopamine receptor | P35462 | 410,000 compounds, 0.58% hits | max activation, % | D3R DiscoveRx beta-arrestin cells, luminescence, 90 min; in the data active = max activation above about 30%; also: 0% is about no effect; mostly tested at two doses, the higher about 12 µM
#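 Cells at 1500/well, incubated overnight, then treated with pinned compounds (dopamine as control) for 90 min at 37 degrees C. DiscoveRx reagent added for 30 - 60 minutes at room temperature; luminescence read.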
# GLP1R inv ag – acts as inverse agonist at human GLP-1 receptor | HEK293 GLP-1R CRE-luciferase, luminescence, 24 h; GLP-1R form is constitutively active | Potency, µM (top dose mostly 38.3 µM), for inactives: top-dose activity change, negative = inhibition, actives largely listed as inhibitors | 410,000 compounds, 1.6% hits | AID 624417; also: potency is read from the fitted curve at half-maximal effect; % is scaled to controls: 0 for no effect and ±100 for the full control effect; nearly all actives have a fitted effect of over 55% in size
#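 Readout was luciferase luminescence, measured 12 min after detection reagent at room temperature. Beforehand, GLP-1R reporter HEK293 cells had sat 12 h, then received compounds for 24 hr at 37 deg C.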
# GLP-1R agonist – GLP-1 receptor (human) agonism. P43220. HEK293 GLP-1R CRE-luciferase, luminescence, 4-6 h; cells express a hypersensitive GLP-1R form. Potency, µM (series often up to 45.6 µM), for the others: at the highest dose activation, hits mostly activators. 380,000 compounds, 0.007% hits. AID 624172; also: potency is read from the fitted curve at half-maximal effect; % of control where 0% means no effect
# WRN helicase inh – blocks human WRN helicase. Q14191. WRN helicase unwinding, fluorescent forked duplex, kinetic. Potency, µM (series often up to 114 µM), for the others: at the top dose activity change, negative = inhibition, most hits filed as inhibitors. 360,000 compounds, 0.46% hits; also: potency is read from the fitted curve at half-maximal effect; % is scaled to controls: 0 for no effect and ±100 for the full control effect; nearly all actives have a fitted effect of over 55% in size
# Target sequence (Q14191 whole entry, looked up): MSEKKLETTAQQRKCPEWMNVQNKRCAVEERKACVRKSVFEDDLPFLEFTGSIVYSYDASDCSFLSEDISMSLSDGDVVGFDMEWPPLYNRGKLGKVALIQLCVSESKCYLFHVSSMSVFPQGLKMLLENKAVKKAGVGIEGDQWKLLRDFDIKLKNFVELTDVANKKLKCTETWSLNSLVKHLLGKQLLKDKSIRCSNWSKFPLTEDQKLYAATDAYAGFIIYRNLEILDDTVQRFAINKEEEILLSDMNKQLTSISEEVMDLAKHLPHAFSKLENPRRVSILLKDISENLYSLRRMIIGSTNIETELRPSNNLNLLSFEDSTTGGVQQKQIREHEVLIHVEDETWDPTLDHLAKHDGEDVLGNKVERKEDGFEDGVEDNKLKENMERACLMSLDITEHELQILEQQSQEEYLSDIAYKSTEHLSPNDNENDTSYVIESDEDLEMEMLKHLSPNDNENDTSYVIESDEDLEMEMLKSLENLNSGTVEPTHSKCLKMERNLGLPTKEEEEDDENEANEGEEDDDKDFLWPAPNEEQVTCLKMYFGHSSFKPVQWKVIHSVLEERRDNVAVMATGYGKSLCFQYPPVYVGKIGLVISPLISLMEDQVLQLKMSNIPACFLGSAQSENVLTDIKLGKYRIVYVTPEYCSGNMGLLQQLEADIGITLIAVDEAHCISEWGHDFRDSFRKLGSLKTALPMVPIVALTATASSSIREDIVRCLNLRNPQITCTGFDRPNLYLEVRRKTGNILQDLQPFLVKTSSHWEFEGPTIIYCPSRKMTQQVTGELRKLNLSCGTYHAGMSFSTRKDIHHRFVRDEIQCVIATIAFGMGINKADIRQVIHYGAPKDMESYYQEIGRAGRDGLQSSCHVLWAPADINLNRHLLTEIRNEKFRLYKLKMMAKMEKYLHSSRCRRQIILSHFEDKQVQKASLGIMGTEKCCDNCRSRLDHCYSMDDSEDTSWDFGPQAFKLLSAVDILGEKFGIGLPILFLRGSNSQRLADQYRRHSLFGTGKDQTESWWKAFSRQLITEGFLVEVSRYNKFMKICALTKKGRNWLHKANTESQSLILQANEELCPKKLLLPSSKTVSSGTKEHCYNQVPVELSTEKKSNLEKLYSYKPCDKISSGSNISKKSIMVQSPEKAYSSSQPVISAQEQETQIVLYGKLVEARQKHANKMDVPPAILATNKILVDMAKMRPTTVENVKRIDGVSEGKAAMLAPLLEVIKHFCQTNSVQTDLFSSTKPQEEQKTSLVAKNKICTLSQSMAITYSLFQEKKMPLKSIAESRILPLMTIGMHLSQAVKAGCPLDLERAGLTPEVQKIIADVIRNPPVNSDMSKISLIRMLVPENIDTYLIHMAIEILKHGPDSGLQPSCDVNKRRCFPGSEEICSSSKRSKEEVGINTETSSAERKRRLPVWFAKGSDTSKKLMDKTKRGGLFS
#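 Screening of the MLSMR collection measured strand separation of a quenched forked DNA duplex (100 nM) by 20 nM WRN with 2 mM ATP, all final. Compounds were preincubated with enzyme 15 min at room temperature.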
# HEK293 tox – cytotoxicity in counter-screen for GLP-1R inverse agonists; Potency, µM (top dose mostly 38.3 µM), for the others: at the top dose activity change, negative = inhibition, usual class: inhibitors; AID 624418; 410,000 compounds, 0.13% hits; HEK293 cAMP-luciferase reporter cells, luminescence, 24 h;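 also: loss of luciferase light is scored as toxicity; potency is read from the fitted curve at half-maximal effect; % is scaled to controls: 0 for no effect and ±100 for the full control effect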
#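 MLSMR compounds, 24 hr on cells at 37 deg C/5% CO2; luminescence after luciferase reagent (12 min RT). Inhibition counted as the undesired cytotoxic outcome.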
# DRD3 antagonist – blocks the human D3 dopamine receptor; P35462; D3R cells, DiscoveRx beta-arrestin luminescence, antagonist mode; hits give low values; max response, negative = inhibition, %; 360,000 compounds, 2.5% hits; in the data active = max response below about -50%; inconclusive = no clear call, values can overlap the other calls; also: % is scaled to controls: 0 for no effect and ±100 for the full control effect; mostly tested at two doses, the higher about 12 µM
#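 Cells plated overnight at 1500 cells/well, then exposed to library compounds with dopamine controls for 90 minutes at 37 degrees C. DiscoveRx reagent added for 30–60 minutes at room temperature; luminescence read, quantitative HTS format.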
# PI5P4K alpha inh – inhibitors of human PI5P4K alpha; P48426; PI5P4Kalpha enzyme, ADP-Glo luminescence, 60 min; hits give low values; max response, %; 330,000 compounds, 1.2% hits; AID 652105; active = max response of -50% or lower; inconclusive = between -30% and -50%; inactive = -30% or higher; also: value at the top dose of about 77 µM; % is scaled to controls: 0 for no effect and ±100 for the full control effect
#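 Enzyme plus substrate dispensed, test compounds pinned in, then ATP (5 microM final) added. After 60 min at RT, ADP-Glo reagent 1 for 45 min and reagent 2 for 30 min preceded luminescence imaging.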
# IL-2 act – activates IL-2 in a cell-based reporter assay. IL-2 activation reporter assay, cell-based qHTS; stimulated with anti-CD3/CD4/CD28 beads; in transgenic mouse T cells. activation, % (series mostly up to about 46 µM). 360,000 compounds, 0.065% hits. AID 652025; in the data active = activation above about 50%; inconclusive = mostly about 30% to 49%; also: 0% is about no effect
#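 Unstimulated transgenic mouse T cells; 60-min compound exposure; bead-based TCR/CD4/CD28 stimulation; 18 h culture, 37 degrees C; dual fluorescence (EGFP, DsRed) plate cytometry.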
# An asterisk follows results filed as active; u = inconclusive; x = no result given; [ ] = dose if it differs, or a comment. Unless noted, calls follow the shape of the dose curve; as a rule, active = well fitted curve in the direction sought with a large enough effect; inconclusive = small, poorly fitted or top-dose-only effect, or another doubt; inactive = no such curve, though single readings can be large; an effect the other way counts as inactive or inconclusive.
no.	Structure	PLK1 PBD block	DRD3 agonist	GLP1R inv ag	GLP-1R agonist	WRN helicase inh	HEK293 tox	DRD3 antagonist	PI5P4K alpha inh	IL-2 act
1	CCOC1=NN(c2ncc(C(F)(F)F)cc2Cl)C(=O)/C1=C/N(C)C	-9%	-3	0%[7.66 µM]	0%	-7%	-1%[7.66 µM]	-16	-10	1.2
2	OCC[C@@H]1C[C@@H](O)[C@H](O)[C@@]2(Cc3ccccc3O2)O1	-8%	8	13%	-4%	-3%	-2%	29	2	0.9
3	CCCCN(C)C(=O)c1oc2ccc(S(=O)(=O)N3CCCCCC3)cc2c1C	-4%	-6	u	0%	-19%	-13%	-75*	x	-4.9
4	CC(=NN1CC(=O)NC1=O)c1ccc([N+](=O)[O-])o1	-4%	7	8%	7%	6%	-26%	6	-5	-0.4
5	CCc1ccc(NS(=O)(=O)c2ccc3c(c2)CCN3C(=O)CCC(=O)O)cc1	-7%	-2	18%	4%	-5%	12%	27	7	0.1
6	CC1CCc2sc3c(c2C1)c1ncnn1c(=O)n3CC(=O)c1ccc(Br)cc1 (stereo not given)	-6%	-13	11%	25%	0%	18%	-30	-4	0.7
7	CC1(C(=O)NS(=O)(=O)c2cccc(C#N)c2)CCN1C(=O)CCC1CCCC1 (stereo not given)	4%	5	4%	-2%	2%	0%	23	-8	-0.3
8	CCN(CC)S(=O)(=O)c1cc(NC(=O)CNc2c(C)n(C)n(-c3ccccc3)c2=O)ccc1C	1%	-6	-62%	13%	1%	-25%	9	-19	0.7
9	O=C(CSc1n[nH]c(=O)[nH]c1=O)NC1CC1	-6%	2	3%	-4%	-1%	-2%	10	1	-0.7
10	COc1ccc(C2C3=C(CC(C)(C)CC3=O)Oc3ncn(Cc4ccco4)c(=N)c32)cc1 (stereo not given)	-5%	10	0%	16%	-13%	19%	-13	x	-1.0
11	C/C(=N\NS(=O)(=O)c1ccccc1)c1ccc2c(c1)OCO2	3%	-8	7%	3%	0%	-24%	14	0	-0.5
12	C=CCCCCCCCCc1nc(=S)[nH][nH]1	-12%	-11	u	7%	-11%	-7%	0	2	2.0
13	CC(CS(=O)(=O)c1ccc2c(c1)NC(=O)CS2)C(=O)N1CCN(c2cccc(Cl)c2)CC1 (stereo not given)	-13%	4	-13%	3%	-13%	-5%	8	-25	-3.3
14	CSC1=NC(NCCCO)c2c(sc3c2CC(C)(C)OC3)N1 (stereo not given)	-5%	2	67%[activator]	26%	-7%	-7%	-8	0	3.6
15	S=C1NCCOCCOCCOCCN1	-1%	1	-3%	-4%	-8%[57.1 µM]	-2%	1	-7	-1.1
16	CCc1cccc(CC)c1NC(=O)COC(=O)c1cccc(S(=O)(=O)N2CCc3ccccc3C2)c1	2%	0	3%	-7%	1%	-5%	4	-2	-0.3
17	CCCCNS(=O)(=O)c1ccc(S(=O)(=O)n2cnc3ccccc32)cc1	-4%	-1	0%	-4%	-2%	3%	13	x	-0.9
18	Cc1ccc(NC(=O)C(Cc2ccccc2)NS(=O)(=O)c2ccc3c(c2)CCC(=O)N3)cc1 (stereo not given)	x	-11	4%	0%	x	-2%	x	x	x
19	COc1ccccc1C(=O)N/C(=C/c1ccccc1)C(=O)NC(CCSC)C(=O)O (stereo not given)	0%	2	0%	5%	-7%	48%[activator]	-17	x	0.2
20	CCc1ccc(C2=NN(CCC(=O)NCc3cccs3)C(=O)CC2)cc1	-5%	0	-26%	17%	-14%	7%	11	0	0.5
21	COc1ccccc1N1CCN(Cc2cc3c(cc2Br)OCCO3)CC1	-15%	-20	u	8%	-1%	-16%	-76*	1	-2.7
22	CCOC(=O)N1CCN(C(=O)Cn2cc3c(n2)CCCC3)CC1	-7%	-4	-23%	0%	1%	-1%	0	8	-0.7
23	CCOc1ccc(CN2C(=O)c3ccccc3C2=O)cc1C(=O)O	-13%	11	7%	-1%	2%	-3%	-15	-4	0.2
24	O=C(N[C@@H]1C/C=C\C[C@H](CC(=O)N(CCO)Cc2ccccc2)C(=O)N[C@@H](Cc2c[nH]c3ccccc23)COC1=O)OCC1c2ccccc2-c2ccccc21	-11%	-2	-11%	7%	-5%	-5%	10	0	-0.2
25	CC(=O)Nc1ccc(NS(=O)(=O)c2cc([N+](=O)[O-])ccc2C)cc1	-3%	1	-2%	0%	-6%	-4%	-12	1	1.1
26	CCCCc1c(C)nc2cc(-c3ccco3)[nH]n2c1=O	-14%	3	6%	4%	-33%	-18%	9	-8	0.2
27	O=C1C(Cl)=C(N2CCCCCC2)C(=O)N1c1ccc(Cl)cc1	-24%	-5	u	0%	-8%	0%	0	0	-0.6
28	Cc1nnc(NC(=O)CN2C(=O)c3ccccc3S2(=O)=O)s1	-2%	10	7%	-8%	3%	-3%	15	5	0.7
29	O=C(Nc1cccc(S(=O)(=O)N2CCCCCC2)c1)c1cc(=O)c2ccccc2o1	-9%	5	u	0%	-20%	-3%	19	6	-1.3
30	CCCCc1c(O)nc(SCC(=O)NCCc2ccc(OC)c(OC)c2)[nH]c1=O	-7%	1	2%	-7%	-25%	8%	-9	-17	2.9
31	CC1(Cc2ccccc2OC(F)(F)F)C(=O)Nc2ccc(S(=O)(=O)NC3CCCCC3)cc21 (stereo not given)	5%	1	u	1%	-10%	-21%	-14	-8	0.8
32	CN(C)S(=O)(=O)c1ccc(C(=O)NCC(c2cccs2)N2CCOCC2)cc1 (stereo not given)	-9%	-14	8%	0%	5%	9%	-22	5	-0.8
33	CS(=O)(=O)N1CCC(C(=O)N2CCN(c3cccc(Cl)c3)CC2)CC1	2%	13	13%	5%	14%	1%	7	1	2.7
34	COc1ccc(NC(=O)C(=O)NCCc2csc3nc(-c4ccccc4C)nn23)cc1	x	5	6%	0%	x	-4%	x	x	x
35	COC(=O)[C@@H](NC(=O)NCc1cccc(OC)c1)C(C)C	-8%	-8	0%	-9%	5%	11%	13	x	-1.3
36	C[C@@]12C(=O)N(c3cccc(F)c3)C(=O)N1[C@H](c1ccc(Cl)cc1)[C@@H]1C(=O)N(C3CCCCC3)C(=O)[C@@H]12	0%	3	u	-4%	4%	-19%	17	21	1.6
37	CCN(CC)Cc1csc(C(N)=O)c1	-11%	5	-1%	-10%	3%	13%	-53*	-2	-1.1
38	CCCc1cc(=O)oc2cc(C)cc(OC(C)C(=O)NCc3ccncc3)c12 (stereo not given)	-17%	-1	40%[activator]	17%	3%	-9%	1	1	-1.7
39	O=C1S/C(=C\c2ccc(N3CCOCC3)o2)C(=O)N1c1ccccc1	65%[activator]	-4	38%[activator]	0%	-17%[57.1 µM]	-12%	-17	u	0.1
40	Cc1ccc(N(C(=O)CNC(=O)c2ccco2)C(C(=O)NC2CCCCC2)c2cccnc2)c(C)c1 (stereo not given)	-15%	-7	11%	3%	-19%	1%	-15	2	-0.1
41	CCCn1cc(SCC(=O)NC2CCCC2)c2ccccc21	0%	-21	u	9%	-17%	-3%	3	-3	-3.6
42	COc1ccc(CN2C3CCCC2CC(NC(=O)Nc2ccccc2C)C3)cc1 (stereo not given)	-4%	-9	0%	-5%	3%	-7%	-92*	x	-1.7
43	COc1ccc2c(c1)c(C(=O)O)c(C)n2-c1ccccc1	-5%	-9	8%	5%	0%	1%	2	1	-3.6
44	Cc1nc(C)c(NC(=O)N2CCc3ccccc32)cc1NC(=O)N1CCc2ccccc21	0%	-5	-20%	-6%	-3%	-5%	11	-3	-0.1
45	C=CCn1c(O)c(CN2CCN(Cc3ccccc3)CC2)c(C)c(C#N)c1=O	-8%	-7	7%	-7%	-21%	0%	-21	-12	1.2
46	COC(=O)c1ccc(N/C=C/C(=O)c2ccccc2)cc1	-7%	-9	9%	-2%	-35%	16%	-21	3	2.3
47	Cc1ccc(S(=O)(=O)N(C)CC(=O)NC2CCCC2)cc1	4%	1	0%	3%	-5%	-9%	u	0	-2.4
48	Cn1c(SCCc2ccc([N+](=O)[O-])cc2)nccc1=O	4%	-4	35%[activator]	15%	1%	3%	2	1	-0.7

# Some of the entries so far, with values under each structure:
# Each structure is followed by: PLK1 PBD block, DRD3 agonist, GLP1R inv ag, GLP-1R agonist, WRN helicase inh, HEK293 tox, DRD3 antagonist, PI5P4K alpha inh, IL-2 act
3. CCCCN(C)C(=O)c1oc2ccc(S(=O)(=O)N3CCCCCC3)cc2c1C
→ -4%, -6, u, 0%, -19%, -13%, -75*, x, -4.9
4. CC(=NN1CC(=O)NC1=O)c1ccc([N+](=O)[O-])o1
→ -4%, 7, 8%, 7%, 6%, -26%, 6, -5, -0.4
5. CCc1ccc(NS(=O)(=O)c2ccc3c(c2)CCN3C(=O)CCC(=O)O)cc1
→ -7%, -2, 18%, 4%, -5%, 12%, 27, 7, 0.1

# (further entries)
no.	Structure	PLK1 PBD block	DRD3 agonist	GLP1R inv ag	GLP-1R agonist	WRN helicase inh	HEK293 tox	DRD3 antagonist	PI5P4K alpha inh	IL-2 act
49	N#CCSc1nc2cc(C(=O)N3CCC(C(N)=O)CC3)ccc2c2nc3ccccc3n12	-12%	2	53%[activator]	-2%	-5%	10%	21	-2	1.5
50	COC(=O)[C@@]1(Cc2ccc(F)cc2)[C@H]2c3cc(C(=O)N4CCCC4)n(Cc4ccc(C)c(F)c4F)c3C[C@H]2CN1C(=O)c1ccccc1	5%	5	u	0%	-2%	-18%	-30	0	-0.9
51	CC(=O)c1cc(F)c(N2CCN(C(=O)C(C)(C)C)CC2)cc1C	-6%	-4	0%	-3%	5%	-13%	26	-5	-1.6
52	COc1ccc(N2CCN(C(=O)c3cc([N+](=O)[O-])ccc3N3CCN(CCO)CC3)CC2)cc1	-3%	-17	-20%	3%	-28%	u	-14	10	0.4
53	Cc1cccc(NC(=S)NNC(=O)CC(C)O)c1C (stereo not given)	-7%	0	5%	0%	5%	15%	-3	1	-0.2
54	O=C1OC(Cc2ccccn2)C(O)=C1C1=NCCCN1 (stereo not given)	2%	-6	13%	-1%	1%	-1%	0	-5	-2.7
55	CC(C)(C)NC(=O)NC(=O)CSc1nncs1	-1%	5	0%	-3%	-1%	-2%	1	-2	-0.8
56	Cc1ccc(Nc2c(N)c(=O)oc3ccccc23)cc1	-25%	-1	u	29%	-5%	u	-22	1	-0.1
